Compound activity as filed in PubChem BioAssay.
Runt-CBFb FRET: Runt domain-CBFb interaction inhibition. 220,000 tested, 0.46% active. Cerulean-Runt/Venus-CBFb FRET ratio 530/480, 1 h. inhibition, % at 20 µM;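 active = inhibition over about 50% at 20 µM in the single-dose screen, limit read from the data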;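 note: 0% = DMSO wells and 100% = excess unlabeled CBFb competitor control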
Target sequence (Q01196 whole entry, looked up, the tested form may be a part): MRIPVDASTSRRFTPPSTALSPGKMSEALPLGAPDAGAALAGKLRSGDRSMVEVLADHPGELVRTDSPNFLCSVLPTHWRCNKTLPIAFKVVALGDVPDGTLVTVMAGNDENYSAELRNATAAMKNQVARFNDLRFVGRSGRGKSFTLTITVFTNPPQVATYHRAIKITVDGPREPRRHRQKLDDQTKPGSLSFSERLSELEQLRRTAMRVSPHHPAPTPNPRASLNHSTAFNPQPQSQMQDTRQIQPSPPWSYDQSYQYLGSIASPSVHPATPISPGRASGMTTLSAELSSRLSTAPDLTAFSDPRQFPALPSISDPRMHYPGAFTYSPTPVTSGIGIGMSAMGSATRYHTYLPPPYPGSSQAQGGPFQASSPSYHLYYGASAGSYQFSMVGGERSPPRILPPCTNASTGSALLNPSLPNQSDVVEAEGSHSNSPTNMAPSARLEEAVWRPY
Target sequence (Q13951 whole entry, looked up, the tested form may be a part): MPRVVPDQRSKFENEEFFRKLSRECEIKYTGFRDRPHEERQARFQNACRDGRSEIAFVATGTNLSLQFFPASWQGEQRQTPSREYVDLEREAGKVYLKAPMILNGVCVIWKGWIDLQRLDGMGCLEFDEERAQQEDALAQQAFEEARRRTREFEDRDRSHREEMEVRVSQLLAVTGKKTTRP
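Assay system: Cerulean-Runt domain fusion protein, energy donor; Signal: fluorescence energy transfer, 422 nm excitation, 530/480 nm emission; Timing: 1 h compound exposure, room temperature; Control set: unlabeled CBFb; Medium: Tris buffer pH 7.5 with salts and BSA; Compound: single test concentration of 20 µM, 1% DMSO final; Probe or stimulus: Venus-CBFb 100 nM.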
RBBP9 inhibitor: inhibitors of human serine hydrolase RBBP9 | AID 1515 | inhibition, % at 7.94 µM | 220,000 tested, 0.2% active | recombinant RBBP9, FP-Rh probe fluorescence polarization;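 active = inhibition above the campaign mean of all tested compounds plus 3 SD, cut at about 14% in these data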;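 note: plate controls were DMSO wells with RBBP9 for no effect and wells lacking RBBP9 protein for full effect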
Target sequence (O75884 whole entry, looked up): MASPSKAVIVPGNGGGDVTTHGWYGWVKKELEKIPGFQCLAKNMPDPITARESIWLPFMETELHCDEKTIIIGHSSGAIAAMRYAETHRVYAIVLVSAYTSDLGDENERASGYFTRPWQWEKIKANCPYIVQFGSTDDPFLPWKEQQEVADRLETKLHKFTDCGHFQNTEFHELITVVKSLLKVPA
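system = RBBP9 protein | input = RBBP9 at 2.5 µM in dispensed solution, before mixing | measured by = fluorescence polarization (mP), excitation 525 nm, emission 598 nm | incubation = enzyme-compound preincubation 30 min, then probe labeling 45 min, 25 °C | buffer or medium = Tris-NaCl-Pluronic buffer, pH 8.0 | compound = single dose 7.94 µM | also added = FP-Rh probe, 375 nM dispensing solution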
Hck Nef HTS: human Hck-Nef kinase inhibition; 220,000 tested, 0.68% active; inhibition, % at 20 µM; Recombinant Hck-YEEI plus Nef, Z-Lyte FRET kinase assay; AID 463187;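 active = Hck-Nef kinase inhibition above about 50%, limit read from the data; inactive = inhibition below that limit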;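 note: 0% = DMSO with Hck plus Nef and 100% = Hck alone without Nef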
Runt-SMMHC FRET: Runt domain-CBFb-SMMHC interaction inhibition. inhibition, % at 20 µM. 220,000 tested, 0.74% active. Cerulean-Runt/Venus-CBFb-SMMHC FRET ratio 530/480, 1 h;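 active = mean inhibition across duplicate retests at 20 µM reaching about 50%, limit read from the data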;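 note: 0% = DMSO wells and 100% = wells with excess untagged CBFb-SMMHC; inhibitors lower the FRET ratio by blocking Runt binding to CBFb-SMMHC; some results filed as inactive read as strong as hits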
EP2 mod: EP2 receptor (human) modulation; P43116; EP2-expressing cells, cAMP HTRF FRET, PGE2 co-stimulation; induction, % at 25 µM; 260,000 tested, 0.83% active;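 active = compounds whose cAMP rise, as percent of the full-agonist control response, exceeds 60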;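 note: rat C6 glioma line stably carrying human EP2 under a CMV promoter; the protocol text gives 20 µM as final concentration; 100% = response of wells given 1 µM PGE2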
PERK inh: inhibitors of human PERK kinase. 220,000 tested, 0.17% active. CHO PERK-DD fusion, SEAP luminescence translation reporter. inhibition, % at 5.6 µM;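 active = inhibition above the mean inhibition of all tested compounds plus 3 SD, set separately per screening campaign, cut at about 2.9% in these data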;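 note: PERK kinase domain activated by AP20187 dimerizer at 100 nM; 0% = DMSO with dimerizer and 100% = rapamycin at 8.4 µM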
PGE2 EP2 inh: blocks the human prostaglandin E2 receptor EP2 | C6 glioma cells expressing human EP2, cAMP TR-FRET; cells stimulated with saturating PGE2 | P43116 | inhibition, % at 25 µM | 260,000 tested, 0.52% active;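 active = percent inhibition above 40 after rounding to a whole number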;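 note: rat C6 glioma host cells with rolipram phosphodiesterase inhibitor present; the protocol text gives 20 µM as final concentration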
TNF necrop inh: inhibitors of TNF-alpha induced necroptosis in Jurkat FADD-/- cells | Jurkat FADD-/- TNF necroptosis rescue, ATP luminescence, 24 h; 0 = TNF only, 100 = no-TNF cells | activation (protection from cell death), % at 10 µM | 220,000 tested, 0.068% active;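 active = activation, meaning protection from cell death, of at least 50% relative to plate controls; inactive = activation below 50%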;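 note: necroptosis triggered by 40 ng/mL TNF-alpha added together with compound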
zVAD death inh: L929 zVAD cell death inhibition; 220,000 tested, 0.38% active; L929 zVAD necroptosis rescue, ATP luminescence, 24 h; with zVAD 60 µM; viability rescue, % at 10 µM;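 active = activation, scaled between plate controls, above about 75%, limit read from the data; inactive = activation under that limit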;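 note: 0% = zVAD with DMSO and 100% = DMSO alone without zVAD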
An asterisk follows results filed as active; / = no result given. This is a subset (hit frequency here may not be typical).

The line under a structure holds: Runt-CBFb FRET	RBBP9 inhibitor	Hck Nef HTS	Runt-SMMHC FRET	EP2 mod	PERK inh	PGE2 EP2 inh	TNF necrop inh	zVAD death inh
> O=C(Oc1c(-c2ccccc2)c(=O)n2c3c(cccc13)CC2)c1ccc(Cl)cc1
  -4.6	-12.3	-4.7	0.5	38.5	0.2	1.4	-5.4	-0.8
> O=C(OC(c1ccccc1)c1nccc2ccccc12)c1cc([N+](=O)[O-])cc([N+](=O)[O-])c1 (stereo not drawn)
  1.8	-6.0	-0.5	-0.1	32.5	-0.5	3.9	0.7	0.3
> CN(C)CCCN(Cc1ccccc1)C(=S)Nc1ccc(F)c(Cl)c1
  4.1	6.3	21.2	-0.3	-27.7	0.7	1.9	1.7	-1.0
> COc1ccc(/C=C/C(=O)c2ccc(OC)cc2OC)cc1
  -6.1	-5.3	22.6	-10.7	-4.5	1.5	23.4	-1.3	0.9
> C=CCn1c(SCc2csc(-c3ccc(Cl)cc3)n2)nnc1-c1ccccc1OC
  -5.6	-7.3	-0.1	0.7	29.8	-0.2	5.6	-0.6	0.1
> CCN1C(=O)/C(=C/c2ccc(C)s2)NC1=S
  14.5	1.8	-1.9	26.9	-33.8	0.1	13.3	49.1	98.5*
> O=C(CCc1nnc(C2CCCCC2)o1)NCc1cccc(-n2cccn2)c1
  0.2	0.3	7.2	4.5	9.4	0.5	1.9	-0.2	-0.3
> COc1ccc(NC(=O)CCn2nc(C)cc2C)cc1
  -0.4	5.7	-0.2	-6.4	14.7	1.3	17.6	2.3	1.5
> CCN(CC)c1ccc(C(=O)OCC(=O)Nc2ccc3[nH]c(=O)[nH]c3c2)cc1
  -5.7	2.6	2.8	-2.6	0.2	1.8	7.5	0.6	1.3
> Cc1nc2ccc(S(=O)(=O)NC(C(=O)N3CCn4c3nc3ccccc34)C(C)C)cc2s1 (stereo not drawn)
  0.1	-6.0	-0.7	-2.3	-0.5	-0.4	16.3	1.5	1.7
> CCC(C)C(NC(=O)c1ccccc1NC(=O)c1ccc(C)cc1)C(=O)O (stereo not drawn)
  -1.7	-0.8	5.2	-1.8	19.1	0.5	7.0	0.0	1.4
> O=c1[nH]c2cc(S(=O)(=O)CCO)ccc2o1
  -2.1	-7.0	7.1	2.4	-2.4	-0.2	13.5	0.9	0.2
> COCCn1nnnc1C(C(C)C)N(Cc1cccnc1)Cc1cc2cc(OC)ccc2[nH]c1=O (stereo not drawn)
  -4.0	-10.2	0.1	-1.2	-5.5	-0.8	12.6	-5.1	-0.2
> Cc1cc(C(=O)NCCN2CCCCC2C)n(-c2ccccc2)n1 (stereo not drawn)
  -0.5	-1.1	18.8	2.8	-6.8	-0.2	7.1	0.3	0.3
> Cc1ccccc1C1=N/C(=C/c2cccnc2)C(=O)O1
  0.8	-3.8	37.7	-2.1	-78.4	0.4	19.2	-0.1	2.8
> O=[N+]([O-])c1ccc(OCCOc2ccccc2/C=N/n2cnnc2)cc1
  3.4	-12.0	4.3	-1.8	-38.5	-0.1	5.1	1.6	4.2
> COC(=O)C1=C(C)NC(=O)/C1=C/c1ccc(CNS(=O)(=O)c2ccc(C)cc2)o1
  13.3	1.6	-12.2	-0.1	-26.4	0.4	5.2	1.8	2.7
> CCOC(=O)NC1(C(F)(F)F)NC(=O)N(c2ccc(F)cc2)C1=O (stereo not drawn)
  1.2	-2.4	-0.6	5.8	2.9	0.7	4.3	0.0	0.2
> CNC(=O)c1ccc(Nc2nnc(-c3ccc(C)c(S(=O)(=O)NCC4CCCO4)c3)c3ccccc23)cc1 (stereo not drawn)
  -4.7	-3.5	2.2	-5.7	-9.7	1.1	7.7	-0.4	1.0
> CC1CN(C2CCN(C(=O)COc3ccccc3)CC2)CC(C)O1 (stereo not drawn)
  -0.3	1.2	1.0	-1.7	26.6	0.9	15.8	-1.9	-0.1
> CCc1c(C)nc2ncnn2c1N1CCCC(C(=O)NCc2cccs2)C1 (stereo not drawn)
  1.3	-4.8	24.7	1.9	-7.8	1.0	9.3	0.0	0.4
> COc1ccc(-n2cc(-c3ccccc3)nc2SC)cc1
  -0.8	6.5	-9.6	-1.1	-43.6	0.1	20.8	1.3	1.0
> N#Cc1ccccc1/C=N/Nc1nc(-c2ccccc2)c2cc(Cl)ccc2n1
  2.6	-12.3	14.8	2.1	11.0	0.1	16.1	-2.1	-0.2
> O=C1CCCc2c1[nH]c1ccc(CN3CCCCC3)cc21
  -0.8	-7.3	-0.5	3.5	14.6	-0.9	5.9	1.2	45.0
> COc1cccc(NC(=O)c2cccc(C)c2[N+](=O)[O-])c1
  -0.2	-3.2	18.0	-1.0	41.9	-0.8	6.7	-1.5	52.1
> CCNC(=O)COC(=O)c1cc(-c2ccccc2)nn1-c1ccccc1
  -4.9	4.8	21.4	-33.1	31.7	0.3	1.5	1.6	-0.4
> O=C(NCc1ccc2c(c1)OCO2)C1CCN(c2ccc(S(=O)(=O)N3CCCC3)cc2)CC1
  -0.8	-4.2	-4.1	-0.8	0.5	-0.4	4.0	-2.5	-0.9
> Cc1c(NC(=O)C(C)N2C(=O)C3C4C=CC(C4)C3C2=O)c(=O)n(-c2ccccc2)n1C (stereo not drawn)
  0.7	-5.2	0.3	1.2	2.4	-0.2	5.9	0.3	0.7
> CCN(c1ccccc1)S(=O)(=O)c1cc(OC)ccc1OC
  -0.5	-8.0	3.8	-0.4	19.7	-0.5	7.4	-1.7	0.1
> CC(C)CNc1nc(S(=O)(=O)c2ccccc2)c(Cl)s1
  -6.9	-0.7	10.1	0.2	8.2	-0.4	0.4	0.8	0.0
> COCCN(C(=O)Cc1cccs1)C(C(=O)NCc1ccc(OC)cc1)c1ccccc1 (stereo not drawn)
  -1.7	-14.7	-0.6	-4.5	20.7	-1.2	21.3	-7.2	-0.3
> O=C1CC(Cc2ccccc2)C(=O)N1c1ccccn1 (stereo not drawn)
  2.0	-10.1	16.1	-2.5	16.2	1.5	6.8	0.3	0.5
> O=C(Oc1ccccc1N1CCOCC1)c1ccccc1
  0.4	-3.4	19.2	0.3	24.6	1.2	4.2	2.1	0.3
> CCOc1ccc(Oc2c(C)oc3cc(O)ccc3c2=O)cc1
  5.0	0.2	22.4	-4.0	-20.7	1.9	3.8	-1.0	0.0
> CCn1c(=O)c([N+](=O)[O-])c(NCc2ccc3c(c2)OCO3)c2ccccc21
  2.2	-2.3	-9.6	-3.6	-15.0	-0.9	11.1	-1.6	-0.5
> C=C(C)CSc1nnc(-c2ccc(C)cc2)n1N
  1.2	-2.6	-2.5	0.4	1.6	0.5	2.6	-1.0	0.3
> Cn1cc(CNC(=O)c2cc(-c3ccccc3)nc3ccc(Br)cc23)cn1
  -8.0	1.1	-13.9	-9.8	28.6	0.4	10.7	-1.1	/
> O=C(COC(=O)c1ccc(O)cc1O)NCCN1C(=O)CSC1=O
  -0.2	0.1	22.1	-2.3	-26.5	1.1	2.2	0.3	-0.8
> CC(=O)c1cccc(NC(=O)c2ccc3c(Cl)c4c(nc3c2)CCCC4)c1
  1.3	-5.1	13.6	4.9	1.2	0.0	9.6	-1.6	2.7
> C/C(=N/NC(=O)c1cc(-c2ccc(Br)s2)[nH]n1)c1ccco1
  0.5	-3.4	17.7	-2.5	-19.6	1.0	4.3	2.0	5.8
> COc1ccc(N2C(=O)CC(N3CCOCC3)C2=O)cc1 (stereo not drawn)
  1.5	2.8	1.3	5.2	-1.5	0.8	15.7	0.9	1.9
> CN(C)S(=O)(=O)c1ccc(NC(=O)CSc2nnnn2C)cc1
  0.6	3.9	16.6	0.8	-5.4	0.5	4.8	-0.1	-0.7
> Nc1ccc(-n2nnnc2-c2ccco2)cc1
  0.2	-10.1	-0.2	4.1	20.8	1.2	/	-0.3	-0.1
> Cc1nonc1NC(=O)CSc1nc(C23CC4CC(CC(C4)C2)C3)nc2ccccc12
  1.5	1.7	12.1	1.6	43.0	-0.2	2.2	-0.3	0.1
> CCN1CCN(C(=S)NCC(C)C)CC1
  0.3	-0.4	2.1	-1.9	-8.0	1.4	10.3	1.9	-0.1
> Cc1ccc(C(=O)CCNc2ccc(Br)cc2)o1
  -0.2	-1.4	0.5	4.4	4.1	1.5	19.0	-2.1	0.1
> Cc1ccc(C(=O)Oc2ccc(-c3nccc(-c4ccccn4)n3)cc2)cc1
  0.3	-6.2	1.2	-4.7	39.5	-0.5	9.3	-3.0	0.1
> CCOc1ccc2oc(C(=O)NC3CCN(Cc4ccccc4)CC3)c(C)c2c1
  -0.1	-3.9	23.2	3.2	-72.0	-0.2	3.5	-0.4	-0.9
> CCNS(=O)(=O)c1ccc2nc(NC(=O)/C=C/c3cc(OC)c(OC)c(OC)c3)sc2c1
  -3.9	-7.5	-1.6	-10.0	-6.7	-0.1	1.7	2.0	2.0
> O=C(/C=C/c1ccc2c(c1)OCO2)NCCSCc1ccc(Cl)cc1
  -5.0	-10.0	-1.2	-4.7	-24.5	0.2	3.2	-1.2	-0.2

Continuation.
The line under a structure holds: Runt-CBFb FRET	RBBP9 inhibitor	Hck Nef HTS	Runt-SMMHC FRET	EP2 mod	PERK inh	PGE2 EP2 inh	TNF necrop inh	zVAD death inh
> CC1CCCCN1C(=O)CSc1nnc(CSc2ncccn2)n1C (stereo not drawn)
  0.9	4.8	1.6	-0.1	29.9	2.6	3.4	-0.6	0.2
> Cc1ccsc1-c1n[nH]c(=S)n1CC(C)C
  14.1	-5.0	2.0	21.5	5.3	0.6	10.4	0.4	0.1
> COC(=O)c1ccccc1S(=O)(=O)N1Cc2cc([N+](=O)[O-])ccc2Oc2ccccc21
  0.5	-2.1	4.6	0.4	41.9	-1.9	10.2	2.3	0.8
> O=C(c1cccnc1)N1N=C2CCCCCC2C1(O)C(F)(F)F (stereo not drawn)
  -0.4	3.1	19.7	-4.3	22.9	1.4	5.7	0.3	2.3
